Screening results (PubChem)
ASAP1 inh: blocks human ASAP1-stimulated Arf1 GTP hydrolysis. Q9ULH1. 0.19% of 360,000 active. AID 624377. GDP FP detection. inhibition, % at 16.5 µM; in the data active = inhibition above about 25%;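 also: 0% = vehicle with enzyme and substrate and 100% = no enzyme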
Target sequence (Q9ULH1 325-724 limits assumed): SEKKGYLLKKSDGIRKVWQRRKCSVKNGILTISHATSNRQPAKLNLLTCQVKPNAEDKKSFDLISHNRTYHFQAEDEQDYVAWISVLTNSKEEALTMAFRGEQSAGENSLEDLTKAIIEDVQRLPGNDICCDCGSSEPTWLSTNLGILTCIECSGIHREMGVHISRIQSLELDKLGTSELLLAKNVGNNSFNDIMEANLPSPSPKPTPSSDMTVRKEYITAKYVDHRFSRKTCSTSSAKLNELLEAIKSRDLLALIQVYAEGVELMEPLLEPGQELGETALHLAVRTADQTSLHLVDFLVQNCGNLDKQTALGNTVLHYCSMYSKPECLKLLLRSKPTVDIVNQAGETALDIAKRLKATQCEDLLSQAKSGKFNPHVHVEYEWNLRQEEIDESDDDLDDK
ADAM17 inh: ADAM17 inhibition, QFRET primary screen. 0.83% of 370,000 active. P78536. recombinant ADAM17, EDANS/DABCYL FRET peptide cleavage. AID 720648. inhibition, % at 6.95 µM;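 active = inhibition above the mean of compounds lying between control limits plus 3 SD, set per campaign, cut at about 8.5% in these data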;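 also: 0% = DMSO-only wells as the low control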
LEDGF integ inh: blocks HIV-1 LEDGF/p75-dependent DNA integration; inhibition, % at 3.7 µM; AID 743269; 0.64% of 370,000 active; TR-FRET IN-LEDGF/p75 DNA integration, Eu/Cy5;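 active = inhibition above the screen-wide mean plus 3 SD, cut at about 13% in these data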;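 also: signal is the Cy5 over europium emission ratio at 671 and 618 nm; 0% = plate median of compound wells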
proKLK7 act: proKLK7 (human) activation, primary screen | P49862 | purified proKLK7, EDANS-DABCYL substrate fluorescence; 100% is mature enzyme control, 0% vehicle | activation, % at 7 µM | 0.9% of 370,000 active;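 active = activation above the mean of all tested compounds plus 3 SD, computed per campaign excluding outliers beyond control limits, cut at about 13% in these data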
ARFGAP1 inhibitor: inhibits rat ARF GTPase activating protein 1 | Q62848 | Arfgap1-stimulated ARF1 GTP hydrolysis, GDP FP detection | inhibition, % at 16.5 µM | 0.26% of 360,000 active | AID 651572;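 active = inhibition above a per-plate limit, mean inhibition of low control wells plus 3 SD, cut at about 25% in these data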;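 also: 0% = DMSO wells with enzyme and 100% = wells lacking Arfgap1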
Target sequence (Q62848 1-136 limits assumed): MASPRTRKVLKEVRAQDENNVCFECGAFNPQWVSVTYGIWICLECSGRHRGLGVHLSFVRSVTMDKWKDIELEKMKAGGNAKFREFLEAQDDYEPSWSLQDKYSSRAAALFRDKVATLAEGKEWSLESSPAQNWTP
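Assay system: Rat Arfgap1 GAP domain (His6, aa 1-136), purified enzyme | Buffer or medium: HEPES 25 mM pH 7.5, NaCl 150 mM, MgCl2, DTT | Schedule: GTP hydrolysis reaction 2 h at 25 °C | Signal: FP of antibody-bound GDP Alexa 633 tracer, ex 620/em 688 nm | Measure: Percent inhibition of Arfgap1-stimulated GTP hydrolysis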
Tn7 DDE FP: disrupts Tn7 cyclic peptide binding to fibrin D-Dimer-E complex. inhibition, % at 8.3 µM. AID 720508. FP displacement of FITC-Tn7 peptide from fibrin DD(E); 0% = median of compound wells per plate. 0.13% of 370,000 active. P02675;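 active = inhibition above the mean of compounds falling within the control limits plus 3 SD of them, cut at about 14% in these data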;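 also: 0% = plate median of compound wells and 100% = 10 µM Aha-Tn7 peptide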
Target sequence (P02675 whole entry, looked up): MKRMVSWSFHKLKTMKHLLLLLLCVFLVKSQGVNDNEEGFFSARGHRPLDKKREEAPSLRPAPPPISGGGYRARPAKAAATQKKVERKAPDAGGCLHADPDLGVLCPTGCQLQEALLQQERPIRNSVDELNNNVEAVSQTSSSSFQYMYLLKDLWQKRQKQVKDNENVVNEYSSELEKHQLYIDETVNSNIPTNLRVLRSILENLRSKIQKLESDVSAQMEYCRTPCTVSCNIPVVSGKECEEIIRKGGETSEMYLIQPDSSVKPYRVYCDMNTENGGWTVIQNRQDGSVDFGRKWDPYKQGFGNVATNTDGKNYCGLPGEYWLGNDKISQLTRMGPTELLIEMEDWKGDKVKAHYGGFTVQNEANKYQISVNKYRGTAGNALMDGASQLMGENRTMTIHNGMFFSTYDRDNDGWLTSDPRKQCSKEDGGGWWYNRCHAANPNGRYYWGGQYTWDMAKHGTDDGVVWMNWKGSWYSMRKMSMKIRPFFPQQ
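Test system – human fibrin DD(E) · Times – 10 min preincubation, 3 h with tracer, room temperature · Detection – fluorescence polarization of the labelled Tn7 tracer · Measure – percent inhibition normalized to high-control wells · Benchmarks – high control wells with 10 µM unlabelled Aha-Tn7 peptide (full inhibition) · Repeats – singlicate testing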
DDE Tn6 FP inh: disrupts Tn6 cyclic peptide binding to fibrin D-Dimer-E complex; 0.21% of 370,000 active; AID 720509; inhibition, % at 8.3 µM; P02675; Fibrin DD(E) TRITC-Tn6 fluorescence polarization displacement;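 active = inhibition above a per-campaign cutoff: mean of compounds within control limits plus 3 SD, cut at about 15% in these data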;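 also: 0% = median of all compound wells on the plate and 100% = blocking peptide control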
ADAM10 inh: ADAM10 inhibition, QFRET primary screen; recombinant ADAM10, EDANS/DABCYL FRET peptide cleavage, 3 h; inhibition, % at 7 µM; 0.62% of 370,000 active; O14672;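 active = inhibition above a per-campaign cutoff equal to the mean of compounds falling between control-based bounds plus 3 SD, cut at about 20% in these data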;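 also: 0% = DMSO wells while the 100% control is not disclosed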
TDP2 inh: TDP2 (human) inhibition, absorbance primary screen | inhibition, % at 12.8 µM | recombinant TDP2, T5PNP hydrolysis, p-nitrophenol absorbance 415 nm | 0.34% of 370,000 active;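 active = inhibition above the mean of all tested compounds plus 3 SD, set per campaign, cut at about 25% in these data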;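 also: 0% = DMSO with enzyme and 100% = buffer with substrate but no TDP2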
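Evaluation: % inhibition relative to enzyme-containing and enzyme-free wells. Material: recombinant human TDP2. Benchmarks: enzyme-free and DMSO wells. Timing: enzyme reaction with compound for 2 h at 37 °C. Compound dosing: 12.8 µM only. Measured by: p-Nitrophenol epi absorbance. Reagent: T5PNP substrate at 5 mM, a TopII-DNA adduct mimic. Replication: single well per compound.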
PLC-gamma1 inh: blocks human PLC-gamma1 enzyme activity; inhibition, % at 12.2 µM; 0.84% of 370,000 active; P19174; purified PLC-gamma1, fluorogenic substrate, fluorescence; in the data active = inhibition above about 9.5%
Starred values were filed as active, the others as inactive; i = inactive; x = not tested or not shown.

SMILES	ASAP1 inh	ADAM17 inh	LEDGF integ inh	proKLK7 act	ARFGAP1 inhibitor	Tn7 DDE FP	DDE Tn6 FP inh	ADAM10 inh	TDP2 inh	PLC-gamma1 inh
CCOn1c(=O)c[n+]([O-])c2ccccc21	3	-14	2	1.1	-4	1	1	-28	-5	-21
COc1ccc(/C=N/NC(=O)c2cc(-c3cccnc3)nc3ccccc23)c(OC)c1	1	-7	-1	0.6	-1	9	-3	-8	8	-4
CCCN1CCN(CCCNC(=O)CCNC(=O)Cn2ccc3ccccc3c2=O)CC1	2	-3	0	-0.1	-5	-6	-4	-13	15	1
Fc1cc(F)cc(NC(=S)N2CCN(c3ncccn3)CC2)c1	-6	-5	0	0.6	-9	2	0	-2	-5	0
CCOC(=O)[C@@H]1[C@H]2COc3cc(OC)ccc3[C@@H]2N2C(=O)N(c3ccccc3)C(=O)[C@]12C	6	-3	1	0.5	2	-2	-15	2	7	0
CCS(=O)(=O)N1Cc2ccccc2CC1C(=O)NCC12CC3CC(CC(C3)C1)C2 (stereo not drawn)	-10	1	-1	0.5	6	-3	2	-2	-3	-4
COc1cccc(C(=O)NCCS(=O)(=O)NC2CCCC2)c1	3	3	3	-0.2	-2	-3	-7	2	-6	6
Clc1ccc(C2=CSC3=NCCN23)cc1Cl	-12	1	-3	-0.5	5	9	5	5	3	-1
CC(C)OC(=O)c1cccc(-c2ccc(C=O)o2)c1	-14	-1	4	1.6	8	-4	0	-3	-11	7
O=C(CN1CCC(N2CCCCC2)CC1)N1CCCc2ccccc21	-3	-5	2	0.2	12	-12	1	-4	5	0
COc1ccc(Cc2nc3ccc(C(=O)NCC4COCCO4)cc3o2)cc1OC (stereo not drawn)	5	-5	0	-1.5	-10	2	2	-18	3	-4
Cc1cc(Cl)c(S(=O)(=O)N2CCSCC2)cc1OCC(N)=O	-19	-2	-1	0.3	-7	-4	10	5	2	1
CC1(c2ccc3c(c2)OCO3)NC(=O)N(CC(=O)c2ccc[nH]2)C1=O (stereo not drawn)	-8	-4	3	-0.4	-6	0	-5	-8	-9	-2
CCOC(=O)C(=O)N1CCN(c2nc(-c3ccc(Cl)cc3)cs2)CC1	1	2	-3	-0.7	0	-4	3	2	8	1
COc1cc2c(cc1NC(=O)CSc1ccc(Cl)cc1)oc1ccccc12	13	4	3	0.1	4	-10	2	3	-4	0
Cc1noc(C)c1C(=O)NCC(=O)Nc1ccccc1Br	-2	0	5	0.1	10	7	-2	-3	2	-2
N/C(=N\c1nc2c(c(=O)[nH]1)CCC2)Nc1ccccc1C(F)(F)F	-1	-5	2	-1.1	18	3	4	-6	5	0
O=C(N/C(=C\c1ccc([N+](=O)[O-])cc1)C(=O)N1CCCCC1)c1ccco1	-3	0	0	0.0	10	-2	8	4	-2	-8
O=C(NCC1CCCO1)C1CCN(S(=O)(=O)c2cccnc2)CC1 (stereo not drawn)	3	-3	-2	-0.3	2	2	1	1	6	-3
O=C(NCCc1ccccc1)C1CC(=O)N(C2CCCC2)C1 (stereo not drawn)	-20	-1	0	-1.1	-8	6	1	0	3	1
COc1cc(C(=O)NCC2(N(C)C)CCCCC2)ccc1OCc1ccccc1	4	3	4	-0.5	14	-10	-5	3	-26	13*
COc1ccc2c(c1)[C@H]1[C@H](CO2)[C@H](c2ccccc2)[C@]2(C)C(=O)Nc3cc(OC)c(OC)cc3C(=O)N12	1	6	0	-2.0	-10	-3	-2	11	-9	-6
O=C(Nc1ccccc1)Oc1cccc(Br)c1	-2	0	-1	-0.4	4	-9	-2	-3	6	-1
COCCN1C(=O)N(c2cccc(OC)c2)C(=O)C1CC(=O)Nc1ccc(Cl)cc1 (stereo not drawn)	5	-5	-1	0.7	9	4	-1	3	7	-2
CSc1nc2sc3c(c2c(=O)n1CC(C)C)CC(C)(C)OC3	-13	-6	-3	-0.1	9	5	0	-14	-9	-1
CCOC(=O)c1c(C)[nH]c(C)c1C(=O)COC(=O)Cc1ccc(OC)c(OC)c1	-16	-8	-5	0.5	10	0	-5	-20	-6	0
O=C(CCc1ccc(O)cc1)c1c(O)cc(O)cc1O[C@@H]1O[C@H](CO)[C@@H](O)[C@H](O)[C@H]1O	7	1	2	0.3	1	-5	-1	6	-1	0
Cc1oc2ccc(O)cc2c1C(=O)OC(C)C	3	3	3	-0.7	20	-6	2	0	-8	-1
Cn1c(CSc2ncccn2)nnc1SCC(=O)N1CCCc2ccccc21	-11	-2	-1	0.4	-5	1	10	-9	5	-3
CSc1nc2sc3c(c2c(=O)n1C1CCCCC1)CCN(C)C3	4	-3	-2	-0.3	4	-3	6	0	9	-1
Cc1ccc2nc(-c3ccc(NC(=O)CN4C(=O)c5ccccc5C4=O)cc3)sc2c1	17	-112	-3	0.0	21	-7	-3	-358	-8	-71
Cc1ccc(C(=O)N2CCCC(CCC(=O)N3CCN(c4ccccn4)CC3)C2)cn1 (stereo not drawn)	0	-8	1	0.4	5	-2	2	-2	5	-3
O=c1ccc(Oc2nc(N3CCOCC3)nc(N3CCOCC3)n2)nn1-c1ccccc1	-9	1	-3	-0.2	8	-2	4	5	-4	3
CC1CCN(CCCNC(=O)Cn2ncc3c([nH]c4ccccc43)c2=O)CC1	4	-9	-6	-0.2	10	3	-3	-12	-3	3
Cc1c(NC(=O)c2ccc([N+](=O)[O-])o2)cccc1-c1nc2ncccc2o1	-7	-1	-1	0.3	0	-1	-10	-6	9	1
O=C(Cn1cc2c(n1)CCCC2)N1CCc2ccccc21	5	-4	2	-0.8	-7	-4	-2	-5	4	0
COc1ccc2nc(-c3ccc(N)cc3)[nH]c2c1	6	-302	-5	2.9	-1	0	-1	i	1	-91
CCOc1ccc(/C=C/C(=O)c2c(O)cc(C)oc2=O)cc1	6	-13	2	1.5	5	-4	-7	-32	2	-91
COc1ccccc1OCc1nnc(SCC(=O)Nc2nnc(C3CC3)s2)n1C	-5	-2	-1	0.0	2	13	0	-4	4	0
CCC(C)NC(=O)C1(C)CCC(=O)N1Cc1ccccc1OC (stereo not drawn)	24	-6	-2	0.3	17	-1	-4	-4	-1	2

Three entries out of the list above, ordered by their value in DDE Tn6 FP inh, falling.
SMILES | ASAP1 inh | ADAM17 inh | LEDGF integ inh | proKLK7 act | ARFGAP1 inhibitor | DDE Tn6 FP inh | ADAM10 inh | TDP2 inh | PLC-gamma1 inh
Cc1ccc(C(=O)N2CCCC(CCC(=O)N3CCN(c4ccccn4)CC3)C2)cn1 (stereo not drawn) | 0 | -8 | 1 | 0.4 | 5 | 2 | -2 | 5 | -3
CC1CCN(CCCNC(=O)Cn2ncc3c([nH]c4ccccc43)c2=O)CC1 | 4 | -9 | -6 | -0.2 | 10 | -3 | -12 | -3 | 3
CCOc1ccc(/C=C/C(=O)c2c(O)cc(C)oc2=O)cc1 | 6 | -13 | 2 | 1.5 | 5 | -7 | -32 | 2 | -91

Later entries.
SMILES	ASAP1 inh	ADAM17 inh	LEDGF integ inh	proKLK7 act	ARFGAP1 inhibitor	Tn7 DDE FP	DDE Tn6 FP inh	ADAM10 inh	TDP2 inh	PLC-gamma1 inh
O=C1Nc2ccccc2C1(O)C/C(=N/O)c1ccccc1 (stereo not drawn)	3	0	1	-0.2	1	3	5	-8	2	0
COc1ccccc1CC(=O)Nc1ccc(S(=O)(=O)N2CCN(C)CC2)cc1	-5	-7	-4	0.2	5	2	-13	-11	-15	6
NC(=O)C1CCN(C2=C(Cl)C(=O)c3ccccc3C2=O)CC1	41*	-8	4	0.3	29*	-6	-13	-10	50*	-12
CSc1ccccc1NC(=O)CN(C)C(=O)c1ccc(-n2cccn2)cc1	-9	-1	0	0.1	-19	-5	-5	-4	5	0
O=C1C=C(c2cccc(Cl)c2O)C[C@@H](c2ccc(Cl)cc2)C1	10	14*	1	0.4	10	-6	-8	22*	-13	-43
O=C(CCN1C(=O)C2C3C=CC(C4CC34)C2C1=O)OCC(=O)c1ccccc1 (stereo not drawn)	13	-10	1	-0.4	0	-1	-4	-11	-9	7
Cc1cc(C)cc(C(=O)NC(CC(N)=O)c2ccc(NCCN3CCOCC3)c([N+](=O)[O-])c2)c1 (stereo not drawn)	9	8	2	0.2	1	-4	-4	-3	-12	3
CCN(Cc1ccccc1)C(=O)CSc1n[nH]c(N)n1	-5	-3	-3	-0.6	8	1	4	-9	1	0
O=c1[nH]nc(Cc2ccc(Cl)cc2Cl)c2ccccc12	-7	-3	0	0.5	-1	-4	-1	3	12	-2
COc1cc(C2CC(c3cccs3)=NN2C(=O)CCl)ccc1OC(F)F (stereo not drawn)	-8	-1	2	-0.1	1	-2	1	-9	9	-19
COc1ccc(S(=O)(=O)NCCc2ccccc2)cc1OC	-8	-2	-2	-0.4	-15	-3	6	-4	5	1
N#CC(C#N)c1ccnc2ccccc12	12	1	-2	-0.4	6	-5	-3	-15	-18	1
Cc1nn(C)c(C)c1S(=O)(=O)N(CC(=O)Nc1nccs1)c1ccc(C(C)C)cc1	-8	2	-1	-0.1	-9	3	-5	-12	5	0
CC1(C)CC2(CC(c3ccc(F)cc3)c3ccc(O)cc3O2)NC(=S)N1 (stereo not drawn)	-6	-8	-7	0.1	-2	-3	-1	-6	-6	0
CCOC(=O)[C@@H]1[C@H]2COc3ccc(Br)cc3[C@@H]2N2C(=O)N(c3cccc(F)c3)C(=O)[C@]12C	10	3	-5	-0.2	-18	-1	2	11	-8	1
CC(=O)N1CCN(C(=O)C(Cc2c[nH]c3ccccc23)NC(=O)c2ccccc2Cl)CC1 (stereo not drawn)	-5	-8	-2	-0.8	8	-4	4	-5	-18	-8
O=C(C1COc2ccccc2O1)N1CCCC1 (stereo not drawn)	-7	-1	2	0.2	17	0	6	-3	-5	5
COc1cccc(-c2nnc(SCC(=O)Nc3ccc(OCc4ccccc4)cc3)n2Cc2ccco2)c1	x	1	0	0.3	x	4	-6	8	1	-1
Cc1ccc(-c2nc3c(c(=O)[nH]c(=O)n3Cc3ccccc3)n2Cc2ccccc2)o1	-3	-48	5	-4.0	-8	-4	-4	-138	-13	-38
CN(C(=O)COC(=O)c1cccnc1Nc1ccccc1F)C1CCS(=O)(=O)C1 (stereo not drawn)	15	-4	-2	-0.3	6	2	4	-9	2	-7
N#Cc1ccsc1NC(=O)COC(=O)CCS(=O)(=O)c1ccccc1	-3	-7	2	-1.3	-8	3	4	-7	-1	-8

Rows were taken by chance; overall some 4.2% were active at least once.
